TDP1 block: blocks human tyrosyl-DNA phosphodiesterase 1 | Q9NUW8 | recombinant TDP1, AlphaScreen DNA substrate cleavage | Potency, µM (doses to about 130 µM), without a hit: top-dose activity change, negative = inhibition, hits mostly inhibitors | actives 0.28% (n = 350,000) | AID 485290; note: nearly all actives have a fitted effect of over 40% in size
Target sequence (Q9NUW8 whole entry, looked up): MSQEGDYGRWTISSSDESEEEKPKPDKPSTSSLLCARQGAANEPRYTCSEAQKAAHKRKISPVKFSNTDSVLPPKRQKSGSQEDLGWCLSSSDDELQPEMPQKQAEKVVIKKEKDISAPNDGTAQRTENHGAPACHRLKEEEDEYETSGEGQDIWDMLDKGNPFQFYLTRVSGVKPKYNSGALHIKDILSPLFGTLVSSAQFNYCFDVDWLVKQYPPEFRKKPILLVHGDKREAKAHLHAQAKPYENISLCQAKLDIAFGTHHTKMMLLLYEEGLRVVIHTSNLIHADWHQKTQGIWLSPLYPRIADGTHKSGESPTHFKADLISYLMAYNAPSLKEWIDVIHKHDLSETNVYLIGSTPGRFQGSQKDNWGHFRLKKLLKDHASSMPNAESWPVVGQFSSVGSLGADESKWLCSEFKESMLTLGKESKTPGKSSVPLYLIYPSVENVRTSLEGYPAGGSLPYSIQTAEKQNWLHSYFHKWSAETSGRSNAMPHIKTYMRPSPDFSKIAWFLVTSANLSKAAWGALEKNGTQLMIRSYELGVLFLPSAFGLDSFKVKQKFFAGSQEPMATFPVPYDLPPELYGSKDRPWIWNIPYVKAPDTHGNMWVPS
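Recombinant E. coli-expressed Tdp1 (1 nM) preincubated with compound 15 min at RT, then 5'-biotin/3'-phosphotyrosine-FITC DNA substrate (15 nM) added for 5 min. AlphaScreen beads (10 ug/ml) added, 10 min RT; tyrosine-FITC cleavage read as signal loss.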
DT40 TDP1 no CPT: qHTS for Inhibitors of human tyrosyl-DNA phosphodiesterase 1 (TDP1): qHTS in cells in absence of CPT | AID 686978, 2013 | Potency, µM (top dose mostly 46.2 µM), for the others: at the top dose activity change, negative = growth inhibition, actives largely listed as inhibitors | actives 15% (n = 420,000) | DT40 Tdp1-/- hTDP1 cells, no CPT, ATP luminescence, 48 h; note: nearly all actives have a fitted effect of over 55% in size
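Readout: luminescence from CellTiter-Glo after 30 min in the dark at RT. Cells: DT40 Tdp1-/- with stable hTDP1, 400/well. Exposure: compounds alone, ≥48 hr, 37 °C.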
N370S GC: N370S glucocerebrosidase modulation, Gaucher chaperone candidate. P04062. N370S GC spleen homogenate, 4MU-glucoside fluorescence. Potency, µM (top dose mostly 59.4 µM), without a hit: at the top dose activity change, negative = inhibition, hits mostly inhibitors. actives 0.092% (n = 330,000). AID 2101;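 note: 0% = full enzyme activity and -100% = no enzyme basal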
Starred values were filed as active, the others as inactive; [ ] = remark or other dose. Calls come from the whole dose curve; as a rule, active = well fitted curve in the direction sought with a large enough effect; inconclusive = small, poorly fitted or top-dose-only effect, or another doubt; inactive = no such curve, though single readings can be large; an effect the other way counts as inactive or inconclusive. Unless noted, % is set by controls: 0 for no effect and ±100 for the full control effect; potency is the fitted concentration of half-maximal effect.

Sample of the layout (4 entries):
For Cc1cccc(NC(=O)c2cc3c([nH]c4ccccc43)c(C)n2)c1C the results were TDP1 block -0.6%, DT40 TDP1 no CPT inconclusive and N370S GC 6.5%.
`Cc1cc(C(=O)Nc2c(C)nn(Cc3ccc(F)cc3)c2C)on1` gave TDP1 block -4.9%, DT40 TDP1 no CPT -13.4% and N370S GC -4.7%.
For Cc1cc(C)cc(OCC(O)CN2CCC(CN3C(=O)c4cccc5cccc(c45)C3=O)CC2)c1 (configuration not stated) the results were TDP1 block 5.2%, DT40 TDP1 no CPT inconclusive and N370S GC 6.4%.
COc1ccc(C2SCC(=O)N2Cc2ccccc2)cc1 (configuration not stated) was read as TDP1 block 1.5%, DT40 TDP1 no CPT inconclusive and N370S GC 3.3%.

The whole of this part, repeating the preview:
For Cc1cccc(NC(=O)c2cc3c([nH]c4ccccc43)c(C)n2)c1C the results were TDP1 block -0.6%, DT40 TDP1 no CPT inconclusive and N370S GC 6.5%.
`Cc1cc(C(=O)Nc2c(C)nn(Cc3ccc(F)cc3)c2C)on1` gave TDP1 block -4.9%, DT40 TDP1 no CPT -13.4% and N370S GC -4.7%.
For Cc1cc(C)cc(OCC(O)CN2CCC(CN3C(=O)c4cccc5cccc(c45)C3=O)CC2)c1 (configuration not stated) the results were TDP1 block 5.2%, DT40 TDP1 no CPT inconclusive and N370S GC 6.4%.
COc1ccc(C2SCC(=O)N2Cc2ccccc2)cc1 (configuration not stated) was read as TDP1 block 1.5%, DT40 TDP1 no CPT inconclusive and N370S GC 3.3%.
For CCCN(Cc1cccs1)C(=O)Nc1ccccc1C the results were TDP1 block 2.9% and DT40 TDP1 no CPT inconclusive.
For Cc1cc(S(=O)(=O)NC2CCCCC2)ccc1-n1cnnn1 the results were TDP1 block 8.4%, DT40 TDP1 no CPT -26.7% and N370S GC -2.2%.
Screening N#Cc1c(-c2ccccc2)cc(-c2ccccc2)nc1SCCC(=O)O returned DT40 TDP1 no CPT inconclusive and N370S GC 0.4%.
O=C(COc1ccccc1Cl)Nc1ccc(N2CCN(C(=O)c3ccccc3)CC2)cc1 was read as TDP1 block 5.3%, DT40 TDP1 no CPT 14.6µM* and N370S GC 2.8%.
`CCOc1ccc(OCCn2ccnc2)cc1` gave TDP1 block 2.2%, DT40 TDP1 no CPT 2.1% and N370S GC -8.4%.
Screening Cc1cc(=O)[nH]c(N/N=C/C(C)c2ccccc2)n1 (configuration not stated) returned TDP1 block 5.6%, DT40 TDP1 no CPT inconclusive and N370S GC 5.3%.
`CCCNC(=O)CC(NS(=O)(=O)c1ccc(NC(C)=O)cc1)C(C)C` (configuration not stated) gave TDP1 block 2.3%, DT40 TDP1 no CPT 7.1% and N370S GC -0.4%.
`Cc1cccc(C)c1NC(=O)CN(C)CC(=O)N1CC(=O)Nc2ccccc21` gave TDP1 block 2.0% and DT40 TDP1 no CPT -3.9%.
`COc1ccc(C(=O)N2c3nc(-c4ccco4)nn3C3(CCCCC3)[C@@H]3CCCC[C@@H]32)cc1OC` gave TDP1 block 2.6% and DT40 TDP1 no CPT inconclusive.
COc1ccc(CCNC(=O)C23CCC(C)(C(=O)C2=O)C3(C)C)cc1OC (configuration not stated) was read as TDP1 block 5.5%, DT40 TDP1 no CPT -4.7% and N370S GC 15.0%.
Cc1ccc(NC(c2ccccc2)c2nc3ccccc3[nH]c2=O)cc1 (configuration not stated) was read as DT40 TDP1 no CPT inconclusive and N370S GC inconclusive.
`COc1cc(/C=N\NC(=O)c2cccnc2)ccc1OC(=O)c1ccccc1Cl` gave TDP1 block 2.6%, DT40 TDP1 no CPT -15.6% and N370S GC 1.2%.
Screening CCOc1ccc2nc(N3CCN(C(=O)c4ccco4)CC3)sc2c1 returned TDP1 block 0.0% and DT40 TDP1 no CPT 18.4µM*.
COc1ccc(C(=O)C[n+]2cc(Br)cc3ccccc32)cc1[N+](=O)[O-] was read as DT40 TDP1 no CPT -8.5% and N370S GC -13.3%.
COc1ccc(/C(O)=C2/C(=O)C(=O)N(CCCN3CCOCC3)C2c2ccc(N(C)C)cc2)cc1 (configuration not stated) was read as DT40 TDP1 no CPT inconclusive and N370S GC 0.6%.
For Clc1cccc(CN2CCCCCC2)c1 the results were DT40 TDP1 no CPT -12.6% and N370S GC -1.4%.
`Cn1cc(/C=N/n2cnc3sc4c(c3c2=O)CCCC4)c2ccccc21` gave TDP1 block 4.4%, DT40 TDP1 no CPT 10.3µM* and N370S GC -15.8%.
For CC(C)c1ccccc1-n1cc[nH]c1=S the results were TDP1 block 3.6%, DT40 TDP1 no CPT 7.8% and N370S GC -6.4%.
For COc1ccccc1N1CCN(/N=C/c2cccc(OC)c2O)CC1 the results were TDP1 block -3.5%, DT40 TDP1 no CPT inconclusive and N370S GC 4.0%.
Cn1c(=O)[nH]c(=O)c2c1nc(SCC(O)CO)n2CCCc1ccccc1 (configuration not stated) was read as TDP1 block 10.5%, DT40 TDP1 no CPT inconclusive and N370S GC 3.6%.
Screening Cc1nc(NC(=O)C2CCCCC2)sc1C returned TDP1 block 3.2%, DT40 TDP1 no CPT inconclusive and N370S GC 3.3%.
Screening CCCCn1cnc2c(sc3nc4c(cc32)CSC(C)(C)C4)c1=O returned TDP1 block 5.5%, DT40 TDP1 no CPT inconclusive and N370S GC 11.5%.
Cc1ccc(C(=O)CSc2nn3c(=O)c(C(C)(C)C)nnc3s2)cc1 was read as TDP1 block 4.9%, DT40 TDP1 no CPT 18.4µM* and N370S GC 14.8%.
`CCc1ccc(C(=O)NC(=S)Nc2ccccc2N2CCOCC2)cc1` gave TDP1 block 4.9%[56.1 µM], DT40 TDP1 no CPT -13.2% and N370S GC 8.4%.
`O=C(Nc1cnccn1)c1ccncc1` gave TDP1 block 5.2%, DT40 TDP1 no CPT -7.2% and N370S GC -1.0%.
Screening COC(=O)N1CCC2(CCCN(c3ccc(-c4ccccc4)cc3)C2)CC1 returned DT40 TDP1 no CPT inconclusive and N370S GC -10.7%.

Looked up by structure from above, 2 records:
For COc1ccccc1N1CCN(/N=C/c2cccc(OC)c2O)CC1 the results were TDP1 block -3.5%, DT40 TDP1 no CPT inconclusive and N370S GC 4.0%.
Screening COC(=O)N1CCC2(CCCN(c3ccc(-c4ccccc4)cc3)C2)CC1 returned DT40 TDP1 no CPT inconclusive and N370S GC -10.7%.

More results follow.
Screening COc1ccc(-n2nnnc2SCc2nc(N)nc(N3CCOCC3)n2)cc1 returned TDP1 block 5.1%, DT40 TDP1 no CPT inconclusive and N370S GC 4.1%.
Screening CCCCc1nc2ccn(CC(=O)N(C)C)c(=O)c2n1Cc1ccc(-c2ccccc2-c2nn[nH]n2)cc1 returned TDP1 block -1.0% and N370S GC -4.2%.
`Cc1ccc(S(=O)(=O)N(C)C)cc1NC(=O)C(C)OC(=O)/C=C/c1cccs1` (configuration not stated) gave TDP1 block -1.9%, DT40 TDP1 no CPT -19.7% and N370S GC -6.2%.
Screening Cc1ccsc1C(=O)OCC(=O)N1CCc2ccccc2C1 returned TDP1 block 2.6%, DT40 TDP1 no CPT -27.5% and N370S GC 6.4%.
CCOc1ccc(Br)cc1S(=O)(=O)Nc1ncn[nH]1 was read as TDP1 block 8.4%, DT40 TDP1 no CPT -8.4% and N370S GC 2.3%.
For O=C(CCc1nnc(CCCCc2ccccc2)o1)NCCn1cccn1 the results were TDP1 block -4.8%, DT40 TDP1 no CPT -24.3% and N370S GC -1.4%.
CCNc1nc(=S)nc(NC(C)C)[nH]1 was read as TDP1 block -0.6%, DT40 TDP1 no CPT inconclusive and N370S GC inconclusive.
Screening CCOC(=O)C1=NN(C(C)=O)C2(CC(=O)N(c3ccc(C)c(C)c3)C2=O)C1 (configuration not stated) returned TDP1 block 2.7%, DT40 TDP1 no CPT 6.9% and N370S GC 0.5%.
COc1cc(OC)c(OC)cc1CN(C)C(c1ccccc1)c1nnnn1-c1ccccc1C (configuration not stated) was read as TDP1 block 9.3%, DT40 TDP1 no CPT inconclusive and N370S GC 24.6%.
For Cc1cc(C)nc(NNS(=O)(=O)c2c(C)cc(C(C)(C)C)cc2C)n1 the results were TDP1 block 2.6%, DT40 TDP1 no CPT -12.6% and N370S GC -0.5%.
Cc1ccc(OCCN2CCN(c3nc(NCc4ccco4)c4ccccc4n3)CC2)cc1 was read as TDP1 block 5.9%, DT40 TDP1 no CPT 14.6µM* and N370S GC inconclusive.
`COC(=O)[C@@H]1[C@@H](C)N(Cc2ccccc2)C(=O)N[C@H]1c1ccccc1` gave TDP1 block 16.4%[12.3 µM], DT40 TDP1 no CPT 4.1% and N370S GC 5.3%[12.8 µM].
CCN1CCN(C(c2cccs2)C(C)NC(=O)c2ccccc2F)CC1 (configuration not stated) was read as TDP1 block -3.2%, DT40 TDP1 no CPT 0.0% and N370S GC -20.2%.
`CC(=O)Nc1ccc(SCC(=O)N2CCN(S(=O)(=O)c3ccccc3)CC2)cc1` gave TDP1 block -2.1%, DT40 TDP1 no CPT inconclusive and N370S GC -2.8%.
`CN(CCc1ccccn1)C(=O)CCC1CCCN(C(=O)c2n[nH]c3c2CCCC3)C1` (configuration not stated) gave TDP1 block 5.4%, DT40 TDP1 no CPT -17.5% and N370S GC 0.1%.
O=C(NC1C2CC3CC(C2)CC1C3)c1ccc(Br)o1 (configuration not stated) was read as DT40 TDP1 no CPT -23.6% and N370S GC 0.4%.
`CSc1ccccc1-n1nnnc1SCc1ccccc1` gave TDP1 block 2.2%, DT40 TDP1 no CPT -14.1% and N370S GC 21.0%.
CC(=O)c1cccc(NC(=O)COc2ccc(S(=O)(=O)N3CCCCC3)cc2)c1 was read as TDP1 block 1.0%, DT40 TDP1 no CPT inconclusive and N370S GC -13.7%.
For O=[N+]([O-])c1cccc(S(=O)(=O)N/N=C/c2ccc(O)cc2)c1 the results were TDP1 block 5.3%, DT40 TDP1 no CPT -6.2% and N370S GC -2.3%.
`c1ccc(CCn2c3ccccc3c3nnc(SCc4ccc5nonc5c4)nc32)cc1` gave TDP1 block 5.3%, DT40 TDP1 no CPT 16.4µM* and N370S GC 7.0%.
Screening O=C(CCC(=O)Nc1ccccc1Cl)N/N=C1\CCCc2ccccc21 returned TDP1 block 2.6%, DT40 TDP1 no CPT -22.9% and N370S GC -4.9%.
Cc1cccc(N(CC(=O)NC2CCCC2)C(=O)c2c(C)noc2C)c1 was read as TDP1 block 2.1%, DT40 TDP1 no CPT 2.6% and N370S GC -10.7%.
CC1CC(OCC(O)CN2CCN(Cc3ccccc3)CC2)CC(C)(C)C1 (configuration not stated) was read as TDP1 block 7.7%, DT40 TDP1 no CPT inconclusive and N370S GC -14.5%.
Screening CCOC(=O)Cc1cnc(NC(=O)CSc2nc(C)c(CC)c(=O)[nH]2)s1 returned TDP1 block 4.6%, DT40 TDP1 no CPT -10.9% and N370S GC 9.1%.
CCCNC(=O)c1cccc(C(F)(F)F)c1 was read as TDP1 block 1.0%, DT40 TDP1 no CPT 0.5% and N370S GC 9.9%.
O=c1nc2c(-c3ccccc3F)n[nH]n2c2ccccc12 was read as TDP1 block 9.9%, DT40 TDP1 no CPT -16.9% and N370S GC 14.9%.
`Nc1c(Cl)cc(Cl)cc1C(=O)OCC(=O)N1CCCC1=O` gave TDP1 block -1.0%, DT40 TDP1 no CPT -9.7% and N370S GC 8.0%.
COC(=O)C1=C(C(=O)OC)[C@@H]2Nc3ccccc3[C@@]23C[C@@H](C(=O)OC)N(S(=O)(=O)c2ccc([N+](=O)[O-])cc2)C3=N1 was read as TDP1 block 14.9%[12.3 µM] and N370S GC -20.0%[12.8 µM].
For CC(C)(C)CN1CCNC[C@H]1Cc1ccc(O)cc1 the results were DT40 TDP1 no CPT -27.6% and N370S GC -19.4%.
Cc1ccc(C)c(C(C)NC(=O)C2CCCO2)c1 (configuration not stated) was read as TDP1 block 3.8%, DT40 TDP1 no CPT -28.7% and N370S GC -17.6%.
`CCN(CC)CC(O)Cn1c(-c2cccc(Cl)c2)nc2cc(C)c(C)cc21` (configuration not stated) gave TDP1 block 1.4%, DT40 TDP1 no CPT inconclusive and N370S GC -5.0%.
COc1cc(C(=O)NCCCc2nc3ccccc3n2Cc2cc(C)ccc2C)cc(OC)c1OC was read as TDP1 block 5.3%, DT40 TDP1 no CPT inconclusive and N370S GC 14.4%.
`Cc1cccc(OCC(=O)NCC(c2ccco2)N2CCCC2)c1` (configuration not stated) gave TDP1 block 3.3%, DT40 TDP1 no CPT 2.0% and N370S GC -5.0%.
`CCc1nccn1C(=O)c1cnn2c(C(F)F)cc(-c3ccc(C)cc3)nc12` gave TDP1 block 0.0%, DT40 TDP1 no CPT 14.6µM* and N370S GC 15.8%.
Screening COc1ccccc1C(=O)Nc1c2c(nn1-c1cccc(C)c1C)CS(=O)C2 (configuration not stated) returned TDP1 block 3.6%, DT40 TDP1 no CPT inconclusive and N370S GC 24.8%.
`CCc1cccc(C)c1NC(=O)CSc1nc(C)cc(C)c1C(=O)Nc1ccccc1` gave TDP1 block 2.6% and DT40 TDP1 no CPT inconclusive.
Screening C=CCSc1nnc(-c2cnn(-c3ccccc3)c2-n2cccc2)n1C returned TDP1 block 3.9%, DT40 TDP1 no CPT -24.8% and N370S GC 14.6%.

Screens from PubChem.

Some of the compounds tested. The share of hits here may be higher or lower than overall.
